Nrf2 inh: Nrf2 qHTS screen for inhibitors | A549 ARE-Fluc reporter, luciferase luminescence, 18-24 h | Potency, µM (series often up to 46 µM), without a hit: top-dose activity change, negative = inhibition, most hits filed as inhibitors | actives 2.1% (n = 360,000) | AID 504444, 2011; note: potency is the fitted concentration of half-maximal effect; % is set by controls: 0 for no effect and ±100 for the full control effect; nearly all actives have a fitted effect of over 60% in size
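Cells were seeded and rested 2 h, then exposed to compounds for 18-24 h. CellTiter-Fluor was read first as a viability measure. BugLite was added 15 min before the final luminescent read of ARE-luciferase activity in A549 cells.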
ATXN2 expr inh: Primary qHTS for Inhibitors of ATXN expression; HEK-293 ATXN2-luciferase reporter, luminescence, 24 h; Potency, µM (doses to about 57 µM), without a hit: at the top dose activity change, negative = inhibition, actives largely listed as inhibitors; actives 0.72% (n = 360,000); note: potency is the fitted concentration of half-maximal effect; % is set by controls: 0 for no effect and ±100 for the full control effect; nearly all actives have a fitted effect of over 55% in size
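qHTS (up to 57 uM final) was run with 24 h compound exposure of reporter cells at 37 °C. Each well was multiplexed: SteadyGlo luminescence measured ATXN2-luciferase expression after a fluorogenic Gly-Phe-AFC viability readout (25 uM final).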
MCF10A rerep: A quantitative high throughput screen for small molecules that induce DNA re-replication in MCF 10a normal breast cells. Potency, µM (titrated, usually from 46.1 µM), without a hit: at the highest dose activity, positive = re-replication, actives largely listed as activators. MCF 10A DNA re-replication, Hoechst nuclear intensity, 48 h. actives 2.9% (n = 350,000). AID 624296, 2012; note: potency is the fitted concentration of half-maximal effect; % of control where 0% means no effect; nearly all actives have a fitted effect of over 50% in size
TGFb SMAD3 inh: qHTS for Inhibitors of TGF-b; Potency, µM (series often up to 46.1 µM), for inactives: at the highest dose activity, negative = inhibition, usual class: inhibitors; HepG2 CAGA-GFP TGF-b/SMAD3 reporter, GFP fluorescence, 18 h; TGF-beta stimulated, 500 pg/mL final; actives 1.2% (n = 410,000); AID 588855, 2011; note: potency is the fitted concentration of half-maximal effect; % is set by controls: 0 for no effect and ±100 for the full control effect; nearly all actives have a fitted effect of over 65% in size
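First, reporter cells (HEPG2 CAGA-GFP) rested 2 h at 37 degrees C. Next, compounds were pinned in and TGF-beta added to 500 pg/mL final. After 18 h, GFP was imaged per cell and summed per well.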
A549 viability: Nrf2 qHTS screen for inhibitors: counterscreen for cytotoxicity; A549 ARE-Fluc cells, CellTiter-Fluor viability, 18-24 h; Potency, µM (top dose mostly 46 µM), inactives show top-dose activity change, negative = cytotoxicity, hits mostly inhibitors; actives 0.16% (n = 390,000); note: potency is the fitted concentration of half-maximal effect; % is set by controls: 0 for no effect and ±100 for the full control effect
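Cytotoxicity counterscreen: CellTiter-Fluor fluorescence was measured in A549 ARE_Fluc cells after 18-24 h of compound exposure in a concentration series. The subsequent BugLite luminescent read reports ARE-luciferase activity.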
ATXN viability: Viability Counterscreen for Primary qHTS for Inhibitors of ATXN expression | AID 651635, 2014 | Potency, µM (titrated, usually from 56.7 µM), hits mostly cytotoxic | actives 0.49% (n = 400,000) | S2 cells (HEK-293 line with an ATXN2-luciferase reporter) viability, CellTiter-Fluor protease fluorescence, 24 h; note: potency is the fitted concentration of half-maximal effect; nearly all actives have a fitted effect of over 40% in size
IL-1B inflam inh: qHTS for Inhibitors of Inflammasome Signaling: IL-1-beta AlphaLISA Primary Screen; THP-1 LPS/ATP IL-1B secretion, AlphaLISA, 16 h; hits give low values; activity change, % at 57.5 µM; actives 4.7% (n = 360,000); in the data active = activity change below about -50%; inconclusive = mostly about -30% to -49%; note: % is set by controls: 0 for no effect and ±100 for the full control effect
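THP-1 cells pretreated 1 hr with compounds (up to 57.5 uM final), then stimulated with LPS (250 ng/mL final) plus ATP (1.25 mM final); secreted IL-1B measured by AlphaLISA after 16 hr, decreased signal indicating inhibition.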
Nrf2 activator: qHTS of Nrf2 Activators | AREc32 ARE-luciferase reporter (MCF7-derived line), luminescence, 24 h | Potency, µM (top dose mostly 46.1 µM), for the others: top-dose activation, most hits filed as activators | actives 0.31% (n = 410,000) | AID 624171, 2012; note: potency is the fitted concentration of half-maximal effect; % of control where 0% means no effect; nearly all actives have a fitted effect of over 65% in size
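For detection, Steady-Glo was added and plates sat 30 min at RT; before that, AREc32_Fluc cells grown overnight in OPTI-MEM/5% FBS had been treated with 23 nL compound for 24 hr at 37 deg C.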
HepG2 viability: qHTS for Inhibitors of TGF-b: Cytotox Counterscreen; actives 0.76% (n = 410,000); Potency, µM (titrated, usually from 46.1 µM), without a hit: top-dose activity change, negative = cytotoxicity, most hits filed as cytotoxic; HepG2 CAGA-GFP viability, ATP luminescence, 18 h; note: potency is the fitted concentration of half-maximal effect; some results filed as inactive show a strong effect at the top dose
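HepG2 CAGA-GFP cells (1000/well, DMEM with 1% FBS) received compound, then TGF-beta at 500 pg/mL final, and were incubated 18 hours at 37 degrees C. Viability was read by CellTiter-Glo luminescence. Media-only wells were set as complete cell-killing and DMSO as no toxicity.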
An asterisk follows results filed as active; i = inactive; ? = inconclusive; . = no result given; [ ] = another dose, or the depositor's remark. Unless noted, calls come from the whole dose curve; as a rule, active = well fitted curve in the direction sought with a large enough effect; inconclusive = small, poorly fitted or top-dose-only effect, or another doubt; inactive = no such curve, though single readings can be large; an effect the other way counts as inactive or inconclusive.

SMILES	Nrf2 inh	ATXN2 expr inh	MCF10A rerep	TGFb SMAD3 inh	A549 viability	ATXN viability	IL-1B inflam inh	Nrf2 activator	HepG2 viability
CC(=O)Nc1cc(-c2cccc(N)c2)cn2c(-c3ccccc3)cnc12	.	-15%	.	-12%	.	i	-4	6.3%	-38%
COc1cc(S(=O)(=O)Nc2cccc3cn[nH]c23)c(OC)cc1Cl	-2%	-15%	0%	0%	13%	i	29	-0.4%	-14%
COc1cccc(OC)c1OCCCOc1ccc([N+](=O)[O-])cc1Cl	-13%	0%	?	-9%	3%	i	?	-0.6%	-9%
CCOc1nc2cnccc2n(CC(=O)Nc2c(F)c(F)cc(F)c2F)c1=O	-8%	.	-1%	3%	0%	i	-2	0.6%	2%
CC(=O)N[C@H]1[C@H](OC2CCCCC2)O[C@H](COC(C)=O)[C@@H](OC(C)=O)[C@@H]1OC(C)=O	13%	.	-10%	9%	3%	?	11	-0.4%	1%
CC(=O)NC(c1cc(F)c2cccnc2c1O)C1CC1 (stereo not given)	-30%	?	?	?	-1%	?	.	1.4%	-44%
COc1ccc2nc(NS(=O)(=O)c3ccc(C)cc3)c(Nc3cc(Cl)ccc3OC)nc2c1	4%	-1%	.	455%[activator]	2%	i	.	2.4%	-14%
COc1cc2nc(C3CCC3)n(N)c(=O)c2cc1OC	17%	14%	?	27%	8%	i	-27	5.5%	30%
COc1cc(NC(=O)CSc2nnc3c(C)cc4cc(C)cc(C)c4n23)c(C(=O)O)cc1OC	-1%	-5%	3%	8%	-3%	i	-5	-0.2%	8%
O=C(CCNC(=O)c1ccccc1)OCC(=O)c1ccccc1	-1%	2%[11.3 µM]	0%	-16%	-2%	i	0	-0.1%	-14%
COc1ccccc1OCCCn1c(=O)oc2ccc(C)cc21	-25%	3%	8%	-4%	0%	i	0	0.0%	-11%
CC1CCCN(C(=O)COC(=O)c2cc(-c3cccs3)nn2-c2ccccc2)C1 (stereo not given)	-7%	-3%	6%	9%	0%	i	7	-0.1%	-16%
COc1ccc(OC)c(C2C(C(C)=O)=C(O)C(=O)N2CCc2ccc(OC)c(OC)c2)c1 (stereo not given)	1%	3%	14%	-5%	-7%	i	3	0.3%	-18%
CC(OC(=O)c1cccnc1Cl)C(=O)NC1CCCCC1 (stereo not given)	.	.	.	19%	.	i	-4	0.2%	-2%
COc1cccc(CN(C)C(=O)c2cc(COc3ccc4ncccc4c3)on2)c1	3.7µM*	?	?	-18%	?	?	-7	0.8%	10%
O=C(CSc1nc2c([nH]c3ccccc32)c(=O)n1-c1ccccc1)N1CCCC1	.	.	.	-11%	-1%	.	.	4.2%	-9%
CCCCc1ccc(C(=O)N/C(=C\c2ccc(C)cc2)C(=O)NC2CCCCC2)cc1	-3%	-5%	.	-21%	2%	i	.	0.6%	-23%
NC(=O)c1ccc(NC(=O)CN2CCN(c3ccc(Cl)cc3)CC2)cc1	-22%	-13%	-3%	-12%	0%	i	13	1.8%	9%
O=C(O)C1CC=CCC1C(=O)NCCCN1CCCC1=O (stereo not given)	5%	-2%	17%	23%	0%	i	3	-0.5%	7%
C=CCn1c(N)cc(=O)nc1SCC(=O)NC(C)c1ccccc1 (stereo not given)	-16%	2%	-7%	-3%	-1%	i	9	-0.2%	-6%
CCOc1cc(/C=C2\N=C3CCCCCN3C2=O)ccc1O	21%	13%	12%	21%	-4%	i	?	6.3%	8%
COC(=O)CSc1nnc2n(-c3ccc(OC)cc3)c(=O)c3c4c(sc3n12)CCCCC4	1%	0%	10%	-6%	3%	i	-26	0.3%	-3%
CCOCCc1nnc(NC(=O)CCS(=O)(=O)c2ccccc2)s1	-24%	12%	21µM*	?	-6%	i	-29	?	-23%
COc1ccc(N2CCN(C(=O)CN3C(=O)NC4(CCCc5ccccc54)C3=O)CC2)cc1 (stereo not given)	?	-34%	-1%	7%	8%	i	-4	-0.3%	-3%
Nc1nc(Nc2ccccc2)nc(NC2CCCCC2)c1[N+](=O)[O-]	-8%	?	?	-80%	1%	i	-88*	0.0%	-83%
Cc1ccc(C)c(NC(=O)CSC2=Nc3ccccc3N=C(c3ccc(F)cc3)C2)c1	.	8%	.	13%	2%	i	.	-0.2%	5%
c1ccc2[nH]c(CCCc3nc4ccccc4[nH]3)nc2c1	11%	0%	-1%	-15%	1%	i	-5	-0.5%	8%
CCOc1ncccc1C(=O)Nc1ccc2c(c1)OCCCO2	1%	9%	13%	7%	3%	i	-4	14%	-29%
COc1cccc2c1C(CCCC(=O)O)CCC2 (stereo not given)	-20%	-10%	-1%	-8%	3%	i	111	-0.8%	-12%
CC(Cl)c1cc(-c2ncc(C(F)(F)F)cc2Cl)no1 (stereo not given)	-1%	-2%	1%	4%	2%	i	-25	0.3%	0%

Limited to HepG2 viability and TGFb SMAD3 inh, for some of the entries so far:
canonical_smiles	HepG2 viability	TGFb SMAD3 inh
CCOc1ncccc1C(=O)Nc1ccc2c(c1)OCCCO2	-29%	7%
COc1cccc2c1C(CCCC(=O)O)CCC2 (stereo not given)	-12%	-8%

New compounds follow
SMILES	Nrf2 inh	ATXN2 expr inh	MCF10A rerep	TGFb SMAD3 inh	A549 viability	ATXN viability	IL-1B inflam inh	Nrf2 activator	HepG2 viability
CCOc1ccccc1NC(=O)CCNC(=O)c1ccco1	6%	18%	-2%	1%	4%	i	-11	0.0%	1%
COc1cccc(CNC(=O)CCc2c(C)c3cc4c(C)coc4c(C)c3oc2=O)c1	-11%	.	.	-26%	0%	.	.	-0.4%	-29%
Cn1cc(Br)c(C(=O)NC(=S)N2CCN(c3ccccn3)CC2)n1	-4%	-19%	-1%	12%	-1%	i	-7	-0.8%	-35%
CC(C)NC(=O)c1ccc(-c2cc(C(F)(F)F)ccc2Cl)o1	2%	-1%	15%	0%	1%	i	-2	-0.4%	-3%
Cc1ccc(Cn2nnc(C(=O)Nc3cc(C)ccc3C)c2N)cc1	?	-10%	3%	-7%	0%	i	5	0.3%	-16%
Cc1ccc(S(=O)(=O)N(OCc2ccccc2)C(C)C(=O)O)cc1 (stereo not given)	-16%	-2%	0%	-3%	-11%	i	27	-0.4%	7%
CN(C(=O)CSc1ncnc2ccccc12)C1CCCCC1	?	57%[activator]	9%	16%	-5%	?	-89*	6.9%	0%
Cc1ccc(NC(=O)c2cn3c4c(ccc(Cl)c4c2=O)OC(C)C3)cc1C (stereo not given)	?	2%	.	33%	-6%	i	.	-0.4%	3%
O=C(Nc1ccc2c(c1)OCO2)c1ccc(Br)o1	?	31%	4%	-5%	0%	?	4	4.5%	-20%
CCCCNS(=O)(=O)c1ccc2nc(-c3cccnc3)cc(C(=O)NCCC)c2c1	.	3%	.	5%	0%	i	.	0.8%	-4%
COc1ccc(-c2noc(CCCC(=O)N3CCN(c4cc(C)ccc4C)CC3)n2)cc1	?	26%	13µM*	?	-6%	i	-2	4.4%	-18%
COc1ccc(NC(=O)c2ccc(S(=O)(=O)N3CC(C)CC(C)C3)cc2)cc1S(N)(=O)=O (stereo not given)	16%	.	1%	-19%	14%	.	26	0.0%	-24%
COc1ccc(N=C2C(=Nc3ccc(OC)cc3)N(c3ccc(OC)cc3)C(=S)N2C)cc1	-8%	-5%	-1%	-8%	?	i	-13	-0.3%	-22%
CCN(CC)CCNc1nc2nonc2nc1NCCN(CC)CC	6%	.	19%	-6%	-1%	i	-24	-0.3%	-26%
CC(=O)N1C(=O)C2(C(C#N)=C(N)Oc3cc(C)oc(=O)c32)c2ccccc21 (stereo not given)	3%	0%	4%	3%	-6%	i	-12	-0.5%	-23%

4 entries from above, arranged by the number in Nrf2 activator, low to high:
| SMILES | Nrf2 activator |
| --- | --- |
| Cc1ccc(S(=O)(=O)N(OCc2ccccc2)C(C)C(=O)O)cc1 (stereo not given) | -0.4% |
| CCN(CC)CCNc1nc2nonc2nc1NCCN(CC)CC | -0.3% |
| CCOc1ccccc1NC(=O)CCNC(=O)c1ccco1 | 0.0% |
| CN(C(=O)CSc1ncnc2ccccc12)C1CCCCC1 | 6.9% |

Continued.
SMILES	Nrf2 inh	ATXN2 expr inh	MCF10A rerep	TGFb SMAD3 inh	A549 viability	ATXN viability	IL-1B inflam inh	Nrf2 activator	HepG2 viability
Cc1cc(=O)oc(C)c1C(=O)OCC(=O)c1ccc2ccccc2c1	-22%	-11%	8%	2%	7%	i	0	0.2%	-21%
COc1cccc(CC(NC(C)=O)C(=O)NC2CCN(c3nc(C)cc(C)c3C#N)CC2)c1 (stereo not given)	-13%	-10%	18%	3%	2%	i	24	-0.1%	0%
Cc1cccn2c(=O)c(C(=O)NC(C)c3ccccc3)cnc12 (stereo not given)	.	12%	.	-15%	6%	i	.	-0.1%	-8%
COc1ccc2c(c1)c(C(=O)CN1CCOCC1)c(C)n2C	9%	5%	4%[9.22 µM]	14%	-4%	i	20	-0.1%	22%
COc1cc(OC)nc(Nc2nc(CN)cs2)n1	.	-11%	.	27%	.	i	-3	-0.8%	-7%
Cc1ccc(S(=O)(=O)NCCNC(=O)c2nonc2N)cc1	-4%	0%	-3%	5%	2%	i	9	-0.2%	0%
CC(=O)Oc1ccc(-c2cccc(C(=O)Oc3ccccc3)c2)cc1	.	-2%	?	4%	?	i	-8	3.4%	-13%
CC(=O)NCC(=O)N1CCC(n2nccc2NC(=O)CCCc2ccccc2)CC1	?	28%	-5%	18%	-4%	i	i	2.4%	0%
Cc1nnc2n(c1=O)C(CS(=O)(=O)c1ccccc1)CS2 (stereo not given)	-3%	4%	0%	-3%	-1%	i	10	-0.1%	1%
CCOC(=O)c1c(C)[nH]c(C(=O)COC(=O)c2oc3ccc(OC)cc3c2C)c1C	4%	-16%	-1%	4%	-7%	i	-3	-0.6%	4%

High-throughput results (PubChem)
